Compound activity as filed in PubChem.
IDH1 R132H inh – IDH1 R132H (human) inhibition | O75874 | IDH1 R132H reductase, diaphorase/resazurin fluorescence, 60 min | inhibition, % at 10 µM | hit rate 0.18% among 70,000 | AID 624101; in the data active means inhibition above about 34%;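 further: 0% = DMSO and 100% = no enzyme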
EZH2 inh – blocks human EZH2/PRC2 H3K27 methylation; Q15910; DELFIA TRF, 1 h; inhibition, % at 12.5 µM; hit rate 0.35% among 57,000; AID 651548;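 active means mean inhibition of replicates at least 50% and every single replicate also reaching 50%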;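 further: dimethyl H3K27 on biotinylated H3 21-44 peptide detected by antibody; plate controls were median neutral control wells for no effect and median positive control wells for full effect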
Target sequence (Q15910 whole entry, looked up): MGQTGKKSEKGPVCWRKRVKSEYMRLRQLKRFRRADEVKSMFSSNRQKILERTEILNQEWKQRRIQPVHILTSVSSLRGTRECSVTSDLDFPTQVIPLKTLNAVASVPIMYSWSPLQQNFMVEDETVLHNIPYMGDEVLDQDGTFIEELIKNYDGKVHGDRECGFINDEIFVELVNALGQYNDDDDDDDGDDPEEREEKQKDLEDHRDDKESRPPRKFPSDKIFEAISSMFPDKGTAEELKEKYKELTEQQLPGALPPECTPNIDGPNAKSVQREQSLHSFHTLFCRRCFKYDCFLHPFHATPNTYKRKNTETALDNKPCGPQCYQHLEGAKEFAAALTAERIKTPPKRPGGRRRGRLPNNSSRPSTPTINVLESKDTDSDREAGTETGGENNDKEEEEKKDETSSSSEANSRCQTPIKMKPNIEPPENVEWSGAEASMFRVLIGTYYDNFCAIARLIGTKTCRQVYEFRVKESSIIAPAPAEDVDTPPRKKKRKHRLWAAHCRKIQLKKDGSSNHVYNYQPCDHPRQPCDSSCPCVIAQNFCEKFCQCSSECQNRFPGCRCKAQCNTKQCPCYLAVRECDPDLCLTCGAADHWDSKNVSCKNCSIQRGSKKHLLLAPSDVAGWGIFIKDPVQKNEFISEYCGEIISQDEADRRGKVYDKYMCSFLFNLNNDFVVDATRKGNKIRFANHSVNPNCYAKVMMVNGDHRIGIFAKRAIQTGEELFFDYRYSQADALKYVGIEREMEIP
Numbers without * were called inactive; . = not tested or not shown. A portion of the library (hit frequency here may not be typical).

SMILES	IDH1 R132H inh	EZH2 inh
C[C@H](CO)N1C[C@H](C)[C@@H](CN(C)C(=O)C2CC2)Oc2cc(C#Cc3ccccn3)ccc2S1(=O)=O	-0.2	-5.5
O=C(C[C@@H]1CC[C@H](NC(=O)CCN2CCCCC2)[C@H](CO)O1)NCc1ccc(Cl)c(Cl)c1	0.3	-5.1
Cc1noc(C)c1NC(=O)N[C@H]1C=C[C@@H](CC(=O)N2CCCCC2)O[C@H]1CO	-0.1	-2.1
CO[C@H]1CN(C)C(=O)c2ccc(NC(=O)C3CCC3)cc2OC[C@@H](C)N(Cc2ccccn2)C[C@@H]1C	-0.1	4.0
CC(=O)N[C@H]1CC[C@@H](CC(=O)NCc2ccc(Cl)cc2)O[C@@H]1CO	0.3	-1.5
COCC#Cc1cnc2c(c1)C(=O)N([C@@H](C)CO)C[C@H](C)[C@@H](CN(C)C(=O)C1CC1)O2	.	6.3
CN(Cc1n[nH]c(=S)n1C)S(=O)(=O)c1ccccc1	1.8	3.2
COCC#Cc1cnc2c(c1)C(=O)N([C@H](C)CO)C[C@H](C)[C@@H](CN(C)Cc1ccc(-c3ccccc3)cc1)O2	.	-10.5
COc1ccc(NC(=O)N(C)C[C@H]2Oc3ccc(NS(=O)(=O)c4ccccc4)cc3C(=O)N([C@H](C)CO)C[C@H]2C)cc1	1.8	.
CO[C@@H]1CN(C)C(=O)c2cc(NC(=O)NC3CCCCC3)ccc2OC[C@H](C)N(CC2CCOCC2)C[C@@H]1C	-0.2	1.1
CCCN(C)C[C@H]1Oc2cc(C#CC3CCCCC3)ccc2S(=O)(=O)N([C@H](C)CO)C[C@@H]1C	0.4	-1.1
O=C(C[C@H]1C[C@@H]2c3cc(NC(=O)C4CCOCC4)ccc3O[C@@H]2[C@@H](CO)O1)NCCc1ccccc1	1.2	12.6
NC(=O)c1ccc(-c2nc(-c3ccc4c(c3)OCCO4)c(-c3ccccn3)[nH]2)cc1	2.0	-22.8
Cc1ccc(S(=O)(=O)Nc2ccc3c(c2)C(=O)N([C@H](C)CO)C[C@@H](C)[C@H](CN(C)CC2CCCCC2)O3)cc1	.	-5.0
CO[C@H]1CN(C)C(=O)c2ccc(NS(=O)(=O)c3cccc(F)c3)cc2OC[C@@H](C)NC[C@H]1C	-0.1	0.7
COc1ccccc1CNC(=O)C[C@@H]1C[C@@H]2c3cc(NC(=O)Cc4ccncc4)ccc3O[C@@H]2[C@@H](CO)O1	-1.5	1.1
COc1ccc(S(=O)(=O)N(C)C[C@@H]2Oc3ccc(NC(=O)Nc4ccc(F)cc4)cc3C(=O)N([C@@H](C)CO)C[C@@H]2C)cc1	1.0	.
C[C@H]1CN([C@@H](C)CO)C(=O)c2ccccc2-c2ccccc2CO[C@@H]1CN(C)C(=O)NC1CCCCC1	-0.2	-3.9
O=C(O)CSc1nnc(C2COc3ccccc3O2)n1-c1ccccc1 (stereo not given)	2.5	8.2
C[C@H]1CN([C@@H](C)CO)C(=O)Cc2cc(NS(=O)(=O)c3ccc(Cl)cc3)ccc2O[C@H]1CN(C)Cc1ccccc1	.	-1.3

Compounds from the list above containing an aryl methoxy group (3):
SMILES	IDH1 R132H inh	EZH2 inh
COc1ccc(NC(=O)N(C)C[C@H]2Oc3ccc(NS(=O)(=O)c4ccccc4)cc3C(=O)N([C@H](C)CO)C[C@H]2C)cc1	1.8	.
COc1ccccc1CNC(=O)C[C@@H]1C[C@@H]2c3cc(NC(=O)Cc4ccncc4)ccc3O[C@@H]2[C@@H](CO)O1	-1.5	1.1
COc1ccc(S(=O)(=O)N(C)C[C@@H]2Oc3ccc(NC(=O)Nc4ccc(F)cc4)cc3C(=O)N([C@@H](C)CO)C[C@@H]2C)cc1	1.0	.

Continued:
SMILES	IDH1 R132H inh	EZH2 inh
O=C(CN1C(=O)c2ccccc2S1(=O)=O)Nc1ccccc1Br	0.1	4.1
C[C@H](CO)N1C[C@H](C)[C@H](CN(C)CC2CCCC2)OCc2cnnn2CCCC1=O	-0.5	.
COC(=O)[C@]1(Cc2ccccc2N=[N+]=[N-])N=C(c2ccc(OCCCO)cc2)O[C@@H]1c1ccccc1	0.1	15.0
C[C@@H]1CN([C@H](C)CO)C(=O)c2cc(NC(=O)Cc3ccccc3)ccc2O[C@H]1CN(C)CC1CCCCC1	-1.2	-4.8
O=[N+]([O-])c1ccc(NCCNS(=O)(=O)c2ccc(Cl)cc2)cc1	-0.3	4.5
C[C@@H]1CN([C@@H](C)CO)C(=O)c2cc(NC(=O)CCC(F)(F)F)ccc2O[C@@H](C)CCCCO[C@H]1CN(C)Cc1ccc(C(F)(F)F)cc1	1.5	.
C[C@@H]1CN([C@@H](C)CO)C(=O)Cc2cc(NC(=O)Nc3ccccc3)ccc2O[C@H]1CN(C)S(=O)(=O)c1ccc(Cl)cc1	0.3	-22.9
C[C@@H]1CN([C@@H](C)CO)C(=O)c2cc(C3=CCCC3)cnc2O[C@@H]1CN(C)Cc1ccccc1C(=O)O	-0.6	-8.5
C[C@H]1CN([C@@H](C)CO)C(=O)c2cc(NC(=O)CCCN(C)C)ccc2O[C@H]1CN(C)CC1CC1	.	-0.4
C[C@H](CO)N1C[C@H](C)[C@H](CN(C)C(=O)C2CC2)Oc2ncc(-c3ccncc3)cc2C1=O	.	-8.4
C[C@H](NC(=O)C[C@H]1C[C@H]2c3cc(NC(=O)CC4CC4)ccc3O[C@H]2[C@H](CO)O1)c1ccccc1	0.7	-6.3
O=C(N/N=C/Cc1ccccc1)c1ccccn1	0.1	6.6
C[C@H]1CN([C@@H](C)CO)S(=O)(=O)c2ccc(-c3ccncc3)cc2O[C@@H]1CN(C)Cc1cccnc1	9.7	7.4
C[C@@H]1CCCCO[C@H](CN(C)Cc2ccncc2)[C@H](C)CN([C@@H](C)CO)C(=O)c2cc(NS(=O)(=O)c3ccc(Cl)cc3)ccc2O1	2.7	.
C[C@@H]1CN([C@H](C)CO)C(=O)c2cc(NC(=O)CCN3CCOCC3)ccc2O[C@H]1CN(C)C(=O)Nc1ccc(F)cc1	-0.2	-4.8
CC(C)(C)c1cc(CNCCS(=O)(=O)O)c(O)c(C(C)(C)C)c1	1.0	-3.7
CCCCCCC(=O)OC1OC(CO)C(O)C2OCC(C(=O)O)COC12 (stereo not given)	0.1	.
CO[C@H]1CN(C)C(=O)c2cc(NS(=O)(=O)c3ccccc3F)ccc2OC[C@@H](C)NC[C@H]1C	-0.1	7.8
O=C(N[C@H]1CC[C@@H](CC(=O)N2CCOCC2)O[C@@H]1CO)c1cccc(F)c1	-0.6	-12.6
C[C@@H]1CN([C@H](C)CO)C(=O)c2cc(NC(=O)Nc3ccc(C(F)(F)F)cc3)ccc2O[C@@H](C)CCCCO[C@H]1CN(C)C(=O)Nc1ccc(F)cc1	-1.1	.

In the list so far, these contain a Cl atom:
SMILES	IDH1 R132H inh	EZH2 inh
O=C(C[C@@H]1CC[C@H](NC(=O)CCN2CCCCC2)[C@H](CO)O1)NCc1ccc(Cl)c(Cl)c1	0.3	-5.1
CC(=O)N[C@H]1CC[C@@H](CC(=O)NCc2ccc(Cl)cc2)O[C@@H]1CO	0.3	-1.5
C[C@H]1CN([C@@H](C)CO)C(=O)Cc2cc(NS(=O)(=O)c3ccc(Cl)cc3)ccc2O[C@H]1CN(C)Cc1ccccc1	.	-1.3
O=[N+]([O-])c1ccc(NCCNS(=O)(=O)c2ccc(Cl)cc2)cc1	-0.3	4.5
C[C@@H]1CN([C@@H](C)CO)C(=O)Cc2cc(NC(=O)Nc3ccccc3)ccc2O[C@H]1CN(C)S(=O)(=O)c1ccc(Cl)cc1	0.3	-22.9
C[C@@H]1CCCCO[C@H](CN(C)Cc2ccncc2)[C@H](C)CN([C@@H](C)CO)C(=O)c2cc(NS(=O)(=O)c3ccc(Cl)cc3)ccc2O1	2.7	.

Other results follow.
SMILES	IDH1 R132H inh	EZH2 inh
C[C@@H]1CN([C@H](C)CO)C(=O)c2cc(NC(=O)NC3CCCCC3)ccc2O[C@@H]1CN(C)S(C)(=O)=O	2.0	1.6
COc1ccc(NC(=O)Nc2ccc3c(c2)C(=O)N([C@H](C)CO)C[C@@H](C)[C@H](CN(C)CC2CC2)OCCCC[C@H](C)O3)cc1	3.9	.
CC(=O)c1c(O)cc(O)cc1O	0.5	7.5
Cc1ccc(-c2ccc3c(c2)O[C@H](CN(C)Cc2ccc(C(=O)O)cc2)[C@@H](C)CN([C@@H](C)CO)S3(=O)=O)cc1	6.1	44.2
CO[C@@H]1CC[C@H]2CCN(C)C(=O)[C@H](C)[C@H](OC)CN(C)C(=O)c3cc(C#N)ccc3OC[C@@H]1O2	0.1	-2.4
COc1cccc(-c2cccc(-c3nc(C(=O)N4CCN(C)CC4)cc4c3[C@@H](CCO)N(S(=O)C(C)(C)C)C4)c2)c1 (stereo not given in full)	0.0	-6.7
C[C@H](CO)N1C[C@H](C)[C@@H](CN(C)C(=O)Nc2ccc(F)cc2)OCCCC[C@H](C)Oc2ccc(NC(=O)Nc3cccc4ccccc34)cc2C1=O	3.3	.
C[C@@H]1CN([C@H](C)CO)C(=O)CCCn2nncc2CO[C@H]1CN(C)S(C)(=O)=O	-0.1	.
C[C@@H]1CCCCO[C@@H](CN(C)C(=O)C2CCCCC2)[C@H](C)CN([C@H](C)CO)C(=O)c2cc(NS(=O)(=O)c3ccc(F)cc3)ccc2O1	-1.7	.
C[C@@H]1CN([C@@H](C)CO)C(=O)c2cccc(NC(=O)Nc3cccc4ccccc34)c2O[C@H]1CN(C)C(=O)Nc1ccc(C(F)(F)F)cc1	1.0	.
C[C@@H]1CN([C@H](C)CO)C(=O)Cc2cc(NC(=O)Nc3cccc4ccccc34)ccc2O[C@@H]1CN(C)C(=O)Nc1ccccc1	0.7	-8.9
COc1cc(/C=N/NC(=O)CCCCC(=O)NO)c([N+](=O)[O-])cc1OC	0.3	-14.5
C[C@@H]1CN([C@@H](C)CO)C(=O)c2cc(-c3ccc(F)cc3)cnc2O[C@@H]1CN(C)Cc1cccnc1	-0.1	-13.9
CCCC(=O)Nc1ccc2c(c1)C(=O)N(C)C[C@@H](OC)[C@H](C)CN(Cc1cccc(F)c1)[C@H](C)CO2	0.4	1.8
COc1ccccc1C(=O)Nc1ccc2c(c1)OC[C@H](C)N(C)C[C@@H](C)[C@H](OC)CN(C)C2=O	0.0	2.5
C[C@H](CO)N1C[C@H](C)[C@H](CN(C)C(=O)C2CC2)OCc2ccccc2-c2c(n(C)c3ccccc23)C1=O	-4.1	-2.1
NC(=O)c1ccc(NCc2cccnc2)c([N+](=O)[O-])c1	0.0	-8.4
C[C@H](CO)N1C[C@H](C)[C@H](CN(C)S(=O)(=O)c2ccccc2)Oc2c(NC(=O)C3CCCCC3)cccc2C1=O	.	0.7
C[C@@H]1CN([C@@H](C)CO)C(=O)Cc2cc(NC(=O)CCN3CCOCC3)ccc2O[C@@H]1CN(C)S(=O)(=O)c1cccs1	0.7	.
CO[C@@H]1CN(C)C(=O)c2ccc(NC(=O)c3ccc(F)cc3)cc2OC[C@@H](C)N(C)C[C@H]1C	0.1	0.2
CNC[C@H]1Oc2ccc(NC(=O)Nc3ccc4c(c3)OCO4)cc2C(=O)N([C@@H](C)CO)C[C@H]1C	0.5	-8.5
COc1ccc(NC(=O)Nc2ccc3c(c2)C(=O)N([C@@H](C)CO)C[C@@H](C)[C@@H](CN(C)C(=O)Nc2ccc(OC)cc2)O3)cc1	0.2	.
C[C@H]1CN([C@@H](C)CO)C(=O)c2cc(-c3cccnc3)cnc2O[C@@H]1CN(C)Cc1ccc(-c2ccccc2)cc1	-1.8	-11.7
O=C(C[C@@H]1CC[C@H](NC(=O)NC2CCCCC2)[C@H](CO)O1)NCc1ccc(F)cc1	-0.1	0.9
COc1ccc(OC)c(N(CC(=O)Nc2c(C)cc(C)cc2C)S(C)(=O)=O)c1	0.0	3.6
O=S(=O)(N[C@@H]1CC[C@H](CCn2cc(-c3ccccn3)nn2)O[C@H]1CO)c1cccc(Cl)c1	-0.2	-0.8
COc1cc(S(=O)(=O)NCc2cccnc2)ccc1Br	0.1	4.2
COc1ccc(CN(C)C[C@H]2OCCCC[C@@H](C)Oc3ccc(NC(=O)Nc4c(C)noc4C)cc3C(=O)N([C@@H](C)CO)C[C@H]2C)cc1	2.4	.
O=C(N[C@@H]1CC[C@@H](CCNC(=O)c2ccccc2F)O[C@H]1CO)c1cnccn1	-0.5	3.7
Cc1ccc(CC(c2nc3ccccc3[nH]2)C(C)c2nc3ccccc3[nH]2)cc1 (stereo not given)	0.0	-6.8
Cc1noc(C)c1S(=O)(=O)Nc1ccc2c(c1)C(=O)N([C@H](C)CO)C[C@H](C)[C@H](CN(C)Cc1ccccc1)O2	-0.3	0.5
CS(=O)(=O)Nc1ccc2c(c1)[C@H]1C[C@H](CC(=O)N3CCc4ccccc4C3)O[C@H](CO)[C@H]1O2	-0.2	-8.5
COc1ccc(/C=C2/SC(=S)NC2=O)cc1COc1ccc(F)cc1F	0.2	92.2*
CC(C)NC(=O)N(C)C[C@@H]1Oc2ccc(NC(=O)C3CCCCC3)cc2CC(=O)N([C@@H](C)CO)C[C@H]1C	-0.1	3.2
COc1ccccc1C#Cc1ccc2c(c1)O[C@H](CN(C)Cc1ccncc1)[C@@H](C)CN([C@@H](C)CO)S2(=O)=O	-0.5	.
COCC(=O)N1C[C@@H](C)[C@H](OC)CN(C)C(=O)c2cc(NC(=O)c3ccc(OC)cc3)ccc2OC[C@H]1C	-0.1	0.1
C[C@@H]1CCCCO[C@H](CN(C)C(=O)Nc2ccccc2)[C@@H](C)CN([C@H](C)CO)C(=O)c2cc(NC(=O)c3ccccc3)ccc2O1	2.1	.
C[C@H](CO)N1C[C@H](C)[C@H](CN(C)C(=O)Nc2cccc3ccccc23)Oc2c(NC(=O)C3CC3)cccc2C1=O	.	11.5
CCCC(=O)Nc1ccc2c(c1)C(=O)N(C)C[C@@H](OC)[C@@H](C)CN(Cc1ccc(F)cc1)[C@@H](C)CO2	0.4	-1.1
